PglD inh: C. jejuni PglD acetyltransferase inhibitors, primary screen, biochemical, DTNB colorimetric, single point. UDP-N-acetylbacillosamine N-acetyltransferase PglD (Campylobacter jejuni). purified PglD enzyme, DTNB colorimetric CoA detection. inhibition, % at 12.5 µM. actives 0.098% (n = 360,000); in the data active = inhibition above about 16%, passing the limit was not always enough; also: strong numbers were not always called active
FN deposit inh: inhibitors of fibronectin matrix deposition, primary screen, AH1F cells, Alexa488-fibronectin fluorescence, plate reader. AH1F fibroblasts, overnight. inhibition, % at 12.6 µM. actives 0.086% (n = 350,000). AID 743247, 2014;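 active = mean inhibition across replicates of 30% or more, regardless of how many single replicates reach that level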;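 also: positive control wells lacked labelled fibronectin entirely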
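Measured by – fluorescence 485/525 nm · System – AH1F fibroblast monolayer, labelled fibronectin deposition · Amount – 10000 cells per well · Buffer or medium – serum-reduced DMEM (2% serum) · Doses – single dose, pinned · Also added – fluorescent fibronectin at 24 nM final · Schedule – 1 h cell attachment, overnight exposure to compound and label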
C2C12 statin: suppressors of statin myotoxicity in C2C12 myotubes, primary screen, cell-based, single point, plate reader; C2C12 myotubes + simvastatin, ATP luminescence, 48 h; scaled: DMSO 0, geranylgeraniol control 100; rescue of ATP level, % at 7.49 µM; actives 0.78% (n = 330,000);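 active = mean ATP rescue above about 67%, or every replicate alone reaching that limit, limit read from the data, passing the limit was not always enough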;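 also: myotubes were challenged with 10 µM simvastatin during compound exposure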
GSIS activator: GLuc luminescence reporter in INS-1E cells, primary screen for activators of glucose-dependent secretion of insulin; INS-1E GLuc reporter insulin secretion, 2-3 h; actives 0.61% (n = 370,000); AID 743287, 2014; activation, % at 16.6 µM;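 active = lowest replicate activation of at least 40%, so every replicate reaches that level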;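 also: 0% = median of neutral control wells and 100% = median of IBMX positive control wells; some compounds called inactive have numbers as strong as hits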
F508del corr: F508del CFTR correction, initial screen, CFBE line, single point. activity (quench increase), % at 7.58 µM. actives 0.36% (n = 350,000). CFBE cells, YFP halide quenching; stimulated with forskolin plus potentiator P3; % fluorescence drop versus neutral controls;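 active = mean added fluorescence quench of at least 8% versus neutral control, with both replicates also reaching 8%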;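 also: cells transiently co-express mutant CFTR-F508del with the halide-sensitive YFP; corrector assay measuring rescue of mutant channel to the surface after 24 h compound exposure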
miR-122 sensor: miR-122 Renilla sensor signal increase in Huh7, primary screen, miR-122 inhibitor project, cell-based, single point, plate reader; Huh7 miR-122 Renilla luciferase sensor, 48 h; neutral wells = 0, positive control = 100; activation (reporter increase), % at 12.5 µM; actives 0.3% (n = 340,000); AID 602342, 2012;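 active = mean replicate activation score at least 90 and every replicate individually at or above 90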;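 also: higher luciferase means less miR-122 activity so hits act as miR-122 inhibitors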
PGC1a acetyl inh: inhibitors of PGC1a acetylation signal, primary screen, cell-based, U2OS, AlphaScreen, inhibitor mode; AlphaScreen anti-acetyl-lysine; with virally co-expressed GCN5 acetyltransferase; inhibition, % at 15.6 µM; actives 0.17% (n = 350,000);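 active = every replicate shows inhibition of at least 40%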;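 also: 0% = neutral control wells and 100% = positive control wells; some results beyond the cut were filed as inactive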
Cneo AK release: Cryptococcus neoformans cell lysis inducers, primary screen, AK release luminescence, single concentration; C. neoformans lysis, adenylate kinase release luminescence, 4 h; normalised: neutral wells 0, clomiphene wells 100; lysis activity, % at 15 µM; actives 0.2% (n = 360,000);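 active = mean lysis activity across replicates of at least 80%, whatever share of replicates individually reach that level; inactive = mean lysis activity below 80%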
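Material: C. neoformans cells; Schedule: 4 h static compound exposure, 37 °C, read 1 h post-reagent; Measured by: adenylate kinase release luminescence; Read-out: signal increase indicating cell lysis; Controls: Clomiphene as positive lysis control.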
The depositor's hits bear a star; . = no result given; [ ] = remark or other dose. Rows were taken by chance. Share with any hit: about 2.1%.

SMILES	PglD inh	FN deposit inh	C2C12 statin	GSIS activator	F508del corr	miR-122 sensor	PGC1a acetyl inh	Cneo AK release
Cc1nnc(SCc2ccc(Cl)cc2Cl)[nH]c1=O	.	0	-5	.	.	10	-8	-4
COc1cccc(C=O)c1OCCN1C(=O)c2ccccc2C1=O	-2	4	-5	-13	-2.0	-3	-1	-3
Cc1ccc(NC(=O)COC(=O)CCNS(=O)(=O)c2c(Cl)cccc2Cl)cc1	-2	.	4	-7	6.1	-3	-12	0
CC(=O)NC(CCS(C)(=O)=O)C(=O)Nc1ccc2c(c1)OCCO2 (stereo not drawn)	-4	.	-19	7	-0.2	-2	-3	1
Cc1ccc(S(=O)(=O)N(C)C[C@@H]2Oc3ncc(-c4ccncc4)cc3C(=O)N([C@@H](C)CO)C[C@@H]2C)cc1	2	.	-1	.	-1.3	-7[16.7 µM]	-10	-5
CCCC#Cc1ccc([C@@H]2[C@H]3CN(Cc4cncnc4)CCCCN3[C@H]2CO)cc1	4	.	.	-4	1.9	33[16.7 µM]	-1	-1
CC(C)Cc1ccc(C(C)C(N)=NCCc2ccccc2)cc1 (stereo not drawn)	-3	8	-74	-27	6.7	6	.	1
CC(=NC1CC1)c1c(-c2ccccc2)[nH]n(-c2nc3ccccc3s2)c1=O	1	4	.	.	.	-10	8	2
O=S(=O)(c1ccc(NCCOc2ccccc2)nc1)N1CCCC1	2	1	-3	-11	-2.8	.	.	4
O=C(c1c[nH]c2ccccc12)C(Cl)c1ccccc1 (stereo not drawn)	-1	3	7	2	1.0	-9	.	-3
O=C(NC[C@H]1[C@H](c2ccccc2)[C@@H](CO)N1Cc1ccccn1)C1CCCC1	5	-3	5	-4	0.8	18[16.7 µM]	7	1
Fc1cccc(NCCc2c[nH]c3ccccc23)n1	4	0	-8	-14	-2.8	2	.	-5
O=C(O)c1ccc(CS(=O)(=O)c2cccc(C(F)(F)F)c2)o1	1	-1	-16	-3	.	0	-2	-3
CCOC(=O)c1c(C)nc2ccccn12	2	.	1	.	.	-4	0	6
CC(=O)c1ccc(NC(=O)Nc2sc(NS(=O)(=O)c3ccccc3)nc2C)cc1	1	7	100*	5	0.3	3	14	0
Cc1cccc2sc(NC(=O)CN(C)S(=O)(=O)c3ccc(Br)s3)nc12	0	.	100*	-21	.	-1	-11	0
CC(=O)Nc1nc(SCCCc2ccccc2)n[nH]1	-3	.	.	6	.	0	1	1
C[C@@H]1CN([C@H](C)CO)C(=O)c2cccc(NC(=O)c3nc4ccccc4s3)c2O[C@H]1CN(C)Cc1ccccc1	.	.	40	-7	0.0	9[16.7 µM]	.	.
C[C@@H]1CN([C@@H](C)CO)C(=O)c2cc(-c3ccccc3)cnc2O[C@H]1CN(C)C(=O)c1ccccc1F	1	.	-3	-2	-4.6	.	3	2
COc1cc(/C=C/C(=O)OCC(=O)Nc2oc(C)c3c(C)n[nH]c(=O)c23)ccc1OC(F)F	6	3	1	31	1.2	-1	-4	-2

An excerpt of these results, with two lines to a compound:
Each structure is followed by: PglD inh, FN deposit inh, C2C12 statin, GSIS activator, F508del corr, miR-122 sensor, PGC1a acetyl inh, Cneo AK release
CC(C)Cc1ccc(C(C)C(N)=NCCc2ccccc2)cc1 (stereo not drawn)
→ -3, 8, -74, -27, 6.7, 6, ., 1
CC(=NC1CC1)c1c(-c2ccccc2)[nH]n(-c2nc3ccccc3s2)c1=O
→ 1, 4, ., ., ., -10, 8, 2
O=S(=O)(c1ccc(NCCOc2ccccc2)nc1)N1CCCC1
→ 2, 1, -3, -11, -2.8, ., ., 4
O=C(c1c[nH]c2ccccc12)C(Cl)c1ccccc1 (stereo not drawn)
→ -1, 3, 7, 2, 1.0, -9, ., -3
O=C(NC[C@H]1[C@H](c2ccccc2)[C@@H](CO)N1Cc1ccccn1)C1CCCC1
→ 5, -3, 5, -4, 0.8, 18[16.7 µM], 7, 1
Fc1cccc(NCCc2c[nH]c3ccccc23)n1
→ 4, 0, -8, -14, -2.8, 2, ., -5
O=C(O)c1ccc(CS(=O)(=O)c2cccc(C(F)(F)F)c2)o1
→ 1, -1, -16, -3, ., 0, -2, -3
CCOC(=O)c1c(C)nc2ccccn12
→ 2, ., 1, ., ., -4, 0, 6
CC(=O)c1ccc(NC(=O)Nc2sc(NS(=O)(=O)c3ccccc3)nc2C)cc1
→ 1, 7, 100*, 5, 0.3, 3, 14, 0
Cc1cccc2sc(NC(=O)CN(C)S(=O)(=O)c3ccc(Br)s3)nc12
→ 0, ., 100*, -21, ., -1, -11, 0
CC(=O)Nc1nc(SCCCc2ccccc2)n[nH]1
→ -3, ., ., 6, ., 0, 1, 1
C[C@@H]1CN([C@H](C)CO)C(=O)c2cccc(NC(=O)c3nc4ccccc4s3)c2O[C@H]1CN(C)Cc1ccccc1
→ ., ., 40, -7, 0.0, 9[16.7 µM], ., .
C[C@@H]1CN([C@@H](C)CO)C(=O)c2cc(-c3ccccc3)cnc2O[C@H]1CN(C)C(=O)c1ccccc1F
→ 1, ., -3, -2, -4.6, ., 3, 2
COc1cc(/C=C/C(=O)OCC(=O)Nc2oc(C)c3c(C)n[nH]c(=O)c23)ccc1OC(F)F
→ 6, 3, 1, 31, 1.2, -1, -4, -2

Further results follow:
SMILES	PglD inh	FN deposit inh	C2C12 statin	GSIS activator	F508del corr	miR-122 sensor	PGC1a acetyl inh	Cneo AK release
COc1ccc(NC(=O)N2CCCCN3[C@H](C2)[C@H](c2ccc(-c4ccccc4C)cc2)[C@@H]3CO)cc1	12	.	.	-24	0.0	-7[16.7 µM]	-7	-7
COC(=O)c1ccc2c(c1)NC(=O)C1CCCN21 (stereo not drawn)	2	.	-2	.	.	-2	.	2
Cn1ccc(C(=O)OCC(=O)Nc2ccccc2Cl)n1	2	0	4	1	0.3	-3	-2	2
COc1ccccc1CNC(=O)CCCN1C(=O)NC2(CCCC2)C1=O	-8	1	15	33	-1.7	0	10	1
COc1ccc(Cn2nnc(C(=O)Nc3ccc(F)cc3)c2N)cc1	-2	0	5	.	.	5	-2	2
C[C@@H]1CN([C@@H](C)CO)C(=O)Cc2cc(NS(=O)(=O)c3cccs3)ccc2O[C@@H]1CN(C)S(=O)(=O)c1ccc(F)cc1	1	1	-10	-22	3.0	17[16.7 µM]	5	-1
CO[C@@H]1CN(C)C(=O)c2cc(NC(=O)c3nc4ccccc4s3)ccc2OC[C@@H](C)NC[C@@H]1C	-5	2	1	-9	0.5	.	0	4
C=CCNC(=S)N/N=C/c1ccc(-c2ccc(Cl)cc2Cl)o1	3	-26	4	56	-1.2	3	-1	57
Cc1nn(-c2ccccc2)nc1CNC(=O)C(C)Cc1ccccc1 (stereo not drawn)	0	5	7	6	0.1	0	-8	-1
C[C@@H]1CCCCO[C@@H](CN(C)C(=O)Nc2ccccc2)[C@@H](C)CN([C@@H](C)CO)C(=O)c2cc(NC(=O)CCC(F)(F)F)ccc2O1	.	5	.	-10	-1.0	.	4	.
CC(C)n1c(SCC(=O)N2c3ccccc3Sc3ccccc32)nc2c1c(=O)n(C)c(=O)n2C	-4	13	10	-32	.	0	-10	-12
CC1CN(C(=O)CCCN2C(=O)c3ccccc3C2=O)CC(C)O1 (stereo not drawn)	7	-9	4	-3	-0.5	-4	2	5
COC(=O)c1sc(S(=O)(=O)NCCC(=O)O)c(C(=O)OC)c1C	-3	-6	-1	3	1.8	-1	.	2
Cc1c(C(C)C[C@H](C)O)oc(=O)c2c1Oc1c(C)c(C(C)C[C@H](C)O)oc(=O)c1C2 (stereo partly drawn)	-2	9	4	.	-1.7	2	14	1
CN(CCC#N)C(=O)COC(=O)c1c2c(nc3ccccc13)/C(=C\c1ccco1)CC2	-1	7	-5	-5	-1.7	-6	-3	0
COc1ccc2c(c1)C(=NNc1ccc(C(=O)O)cc1)c1cc(OC)ccc1-2	-2	-1	-28	4	-2.0	.	.	-1
Cc1ccc(S(=O)(=O)N2CCN(C(=O)COC(=O)c3ccc([N+](=O)[O-])o3)CC2)c(C)c1	3	2	2	-3	-0.6	.	.	-1
COc1ccc(C(=O)Nc2ccc(S(=O)(=O)Nc3cnc4ccccc4n3)cc2)cc1	0	-4	-1	18	0.6	6	28	5
CCS(=O)(=O)N1CC2(C1)[C@H](c1ccccc1)[C@H](CO)N2C(=O)C1CCC1	.	3	.	2	2.7	.	-2	.
COc1cccc(CNC(=O)c2ccc(CS(=O)(=O)Cc3ccccc3C)o2)c1	7	5	5	-11	-5.1	-4	24	-3
O=C(CN(c1ccc([N+](=O)[O-])cc1)S(=O)(=O)c1ccccc1)N1CCCCC1	-6	-1	0	8	-1.7	.	.	0
O=C(c1ccccn1)N1C[C@@H]2[C@H](c3ccccc31)[C@H](CO)N2C(=O)Nc1ccccc1	3	.	3	17	1.0	0[16.7 µM]	0	-1
CN1CCc2nc3ccccc3c(C(=O)OCC(=O)N(CCC#N)c3ccccc3)c2C1	5	2	-1	7	2.4	2	32	2
CC(C)NC(=O)N(C)C[C@@H]1Oc2ncc(C#CC3CCCCC3)cc2C(=O)N([C@@H](C)CO)C[C@H]1C	.	.	16	-11	0.1	-9[16.7 µM]	-1	.
O=C(CCNC(=O)c1ccco1)Nc1cccc(Br)c1	.	-8	.	1	2.4	.	2	.
Cc1cc(NC(=O)COc2ncnc3sc(C)c(C)c23)no1	-4	.	.	.	.	-5	4	1
COc1cccc(NC(=O)N2C[C@H](O)COC[C@H]3O[C@@H](CC(=O)NC4CCCC4)CC[C@@H]32)c1	-5	0	3	14	2.7	2[16.7 µM]	2	57
COc1ccc(CCNC(=O)CCc2cn(C)c3ccccc23)c(OC)c1	3	8	5	-11	.	.	-24	0
CCOc1ccc(N2CC(C(=O)Nc3nnc(Cc4ccccc4)s3)CC2=O)cc1 (stereo not drawn)	2	10	8	-9	2.0	-1	10	1
CC(C)[C@H](NC(=O)c1ccccc1)C(=O)OCC(=O)NCc1ccc2c(c1)OCO2	-4	-4	2	3	-2.4	4	-9	0
CN(C)C(=O)c1cccc(-c2ccc3c(c2)[C@@H]2[C@@H](CCN2S(=O)(=O)c2cn(C)cn2)[C@H](CO)N3)c1	1	-21	-15	7	1.8	-5[16.7 µM]	-1	0
CCc1c(O)nc(SCC(=O)Nc2ccc(C)cc2)n(C2CCCCC2)c1=O	-3	.	-10	-44	-2.1	.	6	-1
O=C(CC(F)(F)F)N1C[C@H]2[C@@H](c3ccccc31)[C@@H](CO)N2C(=O)C1CCOCC1	-9	.	-10	6	0.4	-20[16.7 µM]	2	-1

Screening results as filed in PubChem BioAssay.
